Vif-APOBEC3G blk: inhibitors of Vif-APOBEC3G interaction | Q9HC16 | hit rate 0.076% among 410,000 | HeLa A3G-eYFP + Vif (tagged APOBEC3G with the HIV-1 protein that degrades it), YFP fluorescence, overnight | Potency, µM (titrated, usually from 46.1 µM), inactives show at the highest dose activity, negative = active, actives largely listed as inhibitors;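 further: potency means the concentration at half of the fitted maximal effect; on the % scale 0 is the no-effect control and ±100 the full control effect; nearly all actives have a fitted effect of over 60% in size; hits raise eYFP signal because A3G escapes Vif-driven loss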
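HeLa cells stably expressing Vif and C-terminally eYFP-tagged A3G, seeded overnight at 37 deg C, then exposed to compound by pintool overnight at 37 deg C. Rise in yellow fluorescence (Ex 488/Em 500-530, Acumen) marks blocked Vif-driven A3G degradation.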
LDHA inh: LDHA (human) enzyme inhibition; activity change, % (values are at about 110 or 230 µM); hit rate 0.15% among 480,000; P00338; AID 1347041; purified LDHA, NADH/diaphorase-resazurin fluorescence; active compounds read low; in the data active means activity change below about -30%; inconclusive means mostly about -25% to -30%;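 further: plate controls were DMSO wells for no effect and wells without enzyme for full effect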
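Human LDH5 at 2 nM final in Tris HCl pH 7.4 with 0.06 mM NADH and 0.2 mM pyruvate, reacted 5 minutes at room temperature. Remaining NADH coupled via diaphorase/resazurin; resorufin fluorescence read at 0 and 20 minutes, normalized to enzyme-free and DMSO wells.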
mIDH1 inhibitor: human IDH1 R132H inhibition | AID 602179 | O75874 | IDH1-R132H enzyme, NADPH consumption, diaphorase/resazurin fluorescence | Potency, µM (top dose mostly 76.6 µM), without a hit: at the top dose activity change, negative = inhibition, actives largely listed as inhibitors | hit rate 0.093% among 390,000; further: potency means the concentration at half of the fitted maximal effect; on the % scale 0 is the no-effect control and ±100 the full control effect; nearly all actives have a fitted effect of over 65% in size
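IDH1-R132H (0.5 ug/mL) preincubated 30 min with compound, then NADPH (0.016 mM) and alpha-KG (2 mM) added; 80 min at RT, pH 7.5. Remaining NADPH coupled via diaphorase/resazurin to fluorescence (540/590 nm); concentration-response curves normalized to no-enzyme control.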
PI4K2A block: blocks human PI4K2A kinase activity. Q9BTU6. AID 1346378. activity change, negative = inhibition, % at 76.9 µM. hit rate 0.13% among 420,000. purified PI4K2A, ADP-Glo luminescence, 1 h; active compounds read low; in the data active means activity change below about -50%; inconclusive means mostly about -30% to -49%;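 further: -100% = wells without enzyme as full effect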
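In this quantitative HTS, ADP production by PI4K2A was quantified luminescently after 1 h at ambient temperature; 100 microM adenosine served as plate-quality control.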
Glioma ERSR ind: induces the endoplasmic reticulum stress response in human glioma cells; U87-MG GRP78 promoter luciferase reporter, 16 h; Potency, µM, for the others: at the highest dose activation, most hits filed as activators; AID 602332; hit rate 0.02% among 420,000; further: potency means the concentration at half of the fitted maximal effect; series mostly up to about 76 µM; % of control where 0% means no effect; nearly all actives have a fitted effect of over 35% in size
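ERSR induction read as luciferase luminescence (Bright-Glo, 10 min at room temperature) in stably transfected human U87-MG glioma cells exposed to compounds for 16 h, using GRP78 as sensor.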
USP1 inh: blocks the human USP1/UAF1 deubiquitinase complex. O94782. recombinant USP1/UAF1, Ub-Rhodamine cleavage fluorescence. Potency, µM (highest dose often 57.1 µM), without a hit: top-dose activity change, negative = inhibition, actives largely listed as inhibitors. hit rate 0.23% among 390,000. AID 743255; further: potency means the concentration at half of the fitted maximal effect; on the % scale 0 is the no-effect control and ±100 the full control effect; nearly all actives have a fitted effect of over 60% in size; inactives centre near -12
Target sequence (O94782 whole entry, looked up): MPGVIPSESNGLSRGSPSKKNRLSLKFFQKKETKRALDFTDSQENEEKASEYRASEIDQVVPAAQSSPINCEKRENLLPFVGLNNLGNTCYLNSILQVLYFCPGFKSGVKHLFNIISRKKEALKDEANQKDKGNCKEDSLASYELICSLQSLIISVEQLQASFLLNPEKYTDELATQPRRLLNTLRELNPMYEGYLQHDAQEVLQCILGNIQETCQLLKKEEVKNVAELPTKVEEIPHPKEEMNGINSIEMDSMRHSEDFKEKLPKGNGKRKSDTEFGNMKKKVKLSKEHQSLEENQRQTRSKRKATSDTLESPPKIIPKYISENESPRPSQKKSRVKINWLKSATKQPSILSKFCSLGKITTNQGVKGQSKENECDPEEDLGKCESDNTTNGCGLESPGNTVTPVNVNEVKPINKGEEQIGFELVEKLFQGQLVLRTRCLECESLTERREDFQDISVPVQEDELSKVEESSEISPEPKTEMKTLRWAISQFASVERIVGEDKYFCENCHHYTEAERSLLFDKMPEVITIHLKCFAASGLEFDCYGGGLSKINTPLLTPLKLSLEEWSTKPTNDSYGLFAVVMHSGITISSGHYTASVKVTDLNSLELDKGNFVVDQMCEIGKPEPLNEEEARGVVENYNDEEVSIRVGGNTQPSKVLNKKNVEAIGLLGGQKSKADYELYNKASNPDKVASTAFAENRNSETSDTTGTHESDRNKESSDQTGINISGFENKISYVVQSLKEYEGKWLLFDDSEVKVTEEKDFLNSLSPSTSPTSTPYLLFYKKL
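In this screen, compounds sit with the deubiquitinase complex (1nM) for 15 min at room temperature before Ub-Rho is added at 150nM final. Fluorescence rise is then followed for 6 reads every 60 seconds.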
RXFP1 ag: RXFP1 (human) receptor agonism. Q9HBX9. HEK293T-RXFP1 cAMP TR-FRET, 30 min; response scale: percent of porcine relaxin response, buffer zero. Potency, µM (doses to about 57.5 µM), for the others: top-dose activation, actives largely listed as activators. hit rate 0.3% among 370,000. AID 2676; further: potency means the concentration at half of the fitted maximal effect; on the % scale 0 is the no-effect control and ±100 the full control effect; nearly all actives have a fitted effect of over 60% in size; many of its hits are not listed in these tables
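HEK293 cells stably expressing RXFP1, treated 30 min at 37C with compounds plus PDE4 inhibitor Ro 20174; cAMP measured by HTRF TR-FRET. Normalized to buffer and 29 nM porcine relaxin; EC50 by Hill fit.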
TrxR1 substrate: rat thioredoxin reductase 1 substrate activity; Potency, µM (doses to about 114 µM), inactives show at the highest dose activity change, negative = substrate turnover; hit rate 0.01% among 390,000; purified TrxR1 substrate turnover, NADPH consumption readout; AID 588456; O89049; further: potency means the concentration at half of the fitted maximal effect; on the % scale 0 is the no-effect control and ±100 the full control effect; nearly all actives have a fitted effect of over 50% in size
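Rat TrxR1, dispensed at 90 nM, was prereduced with 400 uM NADPH (final) for 5 min at ~22 deg C, then incubated with compound 15 min before 400 uM selenite. A first-read NADPH fluorescence drop versus no-compound background flagged substrates.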
Vif-A3F inh: Vif-A3F binding inhibition. HeLa A3F-eYFP + Vif (tagged APOBEC3F with the HIV-1 protein that degrades it), YFP fluorescence increase. AID 602313. Potency, µM (doses to about 46.1 µM), for inactives: top-dose activity, negative = active. hit rate 0.2% among 390,000; further: potency means the concentration at half of the fitted maximal effect; % of control where 0% means no effect; nearly all actives have a fitted effect of over 65% in size
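HeLa cells stably expressing A3F-eYFP plus Vif, plated and incubated overnight at 37 deg C, then exposed to compounds overnight at 37 deg C. Blocked degradation read as raised yellow fluorescence (Ex 488/Em 500-530).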
The depositor's hits bear a star; u = inconclusive; x = not tested or not shown; & = joins results of further samples; [ ] = another dose, or the depositor's remark. Unless noted, the call rests on the fitted dose curve; in most records, active means well fitted curve in the direction sought with a large enough effect; inconclusive means small, poorly fitted or top-dose-only effect, or another doubt; inactive means no such curve, though single readings can be large; an effect the other way counts as inactive or inconclusive. This is a subset; the hit share may differ from the screen's.

Values in the order: Vif-APOBEC3G blk	LDHA inh	mIDH1 inhibitor	PI4K2A block	Glioma ERSR ind	USP1 inh	RXFP1 ag	TrxR1 substrate	Vif-A3F inh
- COc1ccc(C2CC(C(F)(F)F)n3nc(C(=O)NCCCn4ccnc4)cc3N2)cc1OC (configuration not stated)
    1%	-3	9%	1	-2%	-4%	0.9%	18%[57.1 µM]	0%
- O=S1(=O)C=C[C@H](COCc2ccccc2)N1
    4%	-10	x	0	-3%	x	x	x	x
- CN(CCN1CCOCC1)Cc1nc(-c2ccc(Cl)cc2)no1
    6%	-6	7%	0	-2%	-19%	4.2%	-1%	5%
- Cc1ccc(N(CC(=O)NC(C)c2ccccc2)S(=O)(=O)c2c(C)n[nH]c2C)cc1 (configuration not stated)
    3%	-1	3%	3	0%	-11%	-2.5%	10%	2%
- COc1ccccc1CCC(=O)NNC(=O)c1cccs1
    1%	-1	6%	0	-3%	u	x	-5%[57.1 µM]	3%
- NC(=S)Nc1ccc(C(F)(F)F)cc1Cl
    1%	-9	1%	-5	-1%	-13%	1.0%	6%[57.1 µM]	2%
- CCCCN(C(=O)COC(=O)CSc1cc(C)c2ccccc2n1)c1c(N)n(CCC)c(=O)[nH]c1=O
    0%	-6	3%	-3	-5%	-19%	8.2%	3%	0%
- Cc1ccc(NC(=O)COC(=O)/C=C/c2ccc(Br)o2)cc1S(=O)(=O)N(C)C
    3%	1	16%	-1	0%	-11%	-0.4%	-2%	-15%
- O=C(Nc1ccc(Nc2ccccc2)cc1)c1cc([N+](=O)[O-])ccc1Cl
    -21%	-13	-3%	-3	4%	-7%	0.6%	0%	5%
- O=C(CSc1ccc(-c2nc3ccccc3[nH]2)cn1)N1CCN(C(=O)c2ccco2)CC1
    5%	-20	11%	-9	-3%	-16%	-1.3%	37%[activator]	-10%
- O=C(c1ccc2c(c1)N(Cc1ccccc1)C(=O)c1ccccc1S2(=O)=O)N1CCCC1
    x	-11	x	0	x	29%	-2.4%	-10%	x
- C#CCSc1nnc(-c2ccc([N+](=O)[O-])cc2)o1
    0%	-3	-2%	-4	10%	-10%	0.7%	-7%	-4%
- CCCCc1nc2sc3c(c2c(=O)[nH]1)CCC3
    -3%	-2	3%	0	3%	-20%	0.9%	-7%	-16%
- CN(C)S(=O)(=O)N(CC(=O)Nc1ccc(C(F)(F)F)cc1)c1ccccc1
    -4%	0	-9%	3	-3%	u	0.9%	-3%	-2%
- Cc1cc(=O)oc2cc(NC(=O)CC3(CC(=O)O)CCCC3)ccc12
    2%	-3	15%	3	4%	1%	5.6%	288%[activator][57.1 µM]	-12%
- CC(C)(C)c1cc(-c2n[nH]c(=S)n2-c2ccc(Cl)cc2)n[nH]1
    2%	-2	4%	-2	-2%	2%	5.1%	6%[57.1 µM]	5%
- COc1cc(C(=O)OCC(=O)N2CCOCC2)c([N+](=O)[O-])cc1OC
    -6%	-6	7%	1	-5%	-12%	2.3%	-2%	13%
- Cc1ccccc1-n1c(Cn2c(=O)sc3ccccc32)nnc1SC(C)C
    -1%	0	-1%	-2	-2%	-21%	0.3%	3%[57.1 µM]	5%
- O=C(NCc1cccs1)C1CC(c2ccc(Cl)cc2)=NO1 (configuration not stated)
    -21%	-3	-2%	1	u	-8%	-0.5%	-5%	u
- O=C(CCNC(=O)c1ccc(Cl)cc1)NCCCN1CCOCC1
    3%	-1	-4%	1	-4%	-15%	1.0%	3%	-4%
- Cc1cc(C)n2nc(C(=O)NCc3ccco3)nc2n1
    -3%	-7	-9%	2	-3%	-5%	x	7%[57.1 µM]	-14%
- CCC(=O)Nc1ccc(C(=O)c2ccccc2)cc1
    -4%	-2	1%	3	3%	-1%	2.5%	-10%	-1%
- OC(COc1ccccc1)CN1CCCCC1 (configuration not stated)
    -1%	1	4%	4	-4%	-12%	x	9%[11.4 µM]	8%
- COc1cc(OC)c(OC)cc1/C=C/c1nc2ccccc2o1
    -3%	-1	x	x	0%	x	x	10%	x
- COc1ccccc1NS(=O)(=O)c1cccc(C(=O)OCc2nc3ccccc3s2)c1
    0%	-8	1%	5	4%	-18%	0.6%	2%	9%
- Cn1c(=O)c(-c2ccccc2N)nc2ccccc21
    -6%	-6	-2%	7	8%	-12%	2.4%	6%[57.1 µM]	-15%
- Cc1cccn2c(=O)c3cc(C(=O)NC(C)c4ccccc4)c(=N)n(CCCO)c3nc12 (configuration not stated)
    2%	-5	-5%	-2	-1%	u	19%	677%[activator]	-4%
- COc1ccc(OC)c(C(=O)N/N=C/c2ccccn2)c1
    2%	-9	-11%	-2	-1%	-4%	1.5%	-14%	-7%
- CC(C)(C)NCC1(CO)SC(N)=NC1=O (configuration not stated)
    0%	-10	1%	7	-11%	-7%	-0.5%	0%	-1%
- COc1ccc(NC(=O)c2csnn2)cc1
    -2%	2	13%	-4	-3%	-10%	8.2%	-4%	1%

5 compounds drawn at random from the list so far, as already listed:
Values in the order: Vif-APOBEC3G blk	LDHA inh	mIDH1 inhibitor	PI4K2A block	Glioma ERSR ind	USP1 inh	RXFP1 ag	TrxR1 substrate	Vif-A3F inh
- CN(C)S(=O)(=O)N(CC(=O)Nc1ccc(C(F)(F)F)cc1)c1ccccc1
    -4%	0	-9%	3	-3%	u	0.9%	-3%	-2%
- Cc1ccccc1-n1c(Cn2c(=O)sc3ccccc32)nnc1SC(C)C
    -1%	0	-1%	-2	-2%	-21%	0.3%	3%[57.1 µM]	5%
- O=C(CSc1ccc(-c2nc3ccccc3[nH]2)cn1)N1CCN(C(=O)c2ccco2)CC1
    5%	-20	11%	-9	-3%	-16%	-1.3%	37%[activator]	-10%
- COc1ccc(C2CC(C(F)(F)F)n3nc(C(=O)NCCCn4ccnc4)cc3N2)cc1OC (configuration not stated)
    1%	-3	9%	1	-2%	-4%	0.9%	18%[57.1 µM]	0%
- Cc1ccc(N(CC(=O)NC(C)c2ccccc2)S(=O)(=O)c2c(C)n[nH]c2C)cc1 (configuration not stated)
    3%	-1	3%	3	0%	-11%	-2.5%	10%	2%

Continued.
Values in the order: Vif-APOBEC3G blk	LDHA inh	mIDH1 inhibitor	PI4K2A block	Glioma ERSR ind	USP1 inh	RXFP1 ag	TrxR1 substrate	Vif-A3F inh
- CC(C)C(=O)Nc1ccc2nc(SCCOc3ccccc3)sc2c1
    1%	-5	-7%	4	-1%	u	u	-3%	-4%
- O/N=C(\Cc1cscn1)c1ccc(O)cc1O
    -3%	-1	-5%	-3	1%	-16%	2.0%	1%	0%
- CCSc1ccc([C@@H]2[C@H]3C(=O)N(CC)C(=O)[C@H]3[C@]3(C(=O)OC)CCCCN23)cc1OC
    -2%	0	7%	3	-5%	-31%	x	-3%	-8%
- CSc1cccc(NC(=O)CN(c2cc(C)ccc2C)S(C)(=O)=O)c1
    1%	0	6%	-1	-2%	-22%	-0.4%	0%	5%
- Cc1ccc(C(=O)C(C)N2C(=O)NC(C)(c3ccccc3)C2=O)cc1 (configuration not stated)
    1%	-8	7%	11	-2%	-5%	-0.2%	3%[57.1 µM]	3%
- CCCCOC(=O)CSc1nnc(-c2ccc(C)cc2)o1
    x	-4	x	0	x	-15%	-2.7%	-8%	x
- CCCc1ccc(OCc2ccc(C(=O)O)o2)c(OC)c1
    3%	1	-2%	-6	-17%	-13%	1.8%	-4%	0%
- COc1ccc(OC)c2[nH]c(=O)c(CCNC(=O)c3cccs3)cc12
    -7%	2	5%	-10	7%	-22%	-0.1%	-3%	6%
- Cc1cccc(N2CCN(C(=O)c3nn(C)c4c3CS(=O)(=O)c3ccccc3-4)CC2)c1C
    5%&-5%	-5&-2	6%&-13%	-5&-2	-1%&-4%	u	0.6%&-0.4%	-7%	-1%&5%
- CCOC(=O)c1c(C)[nH]c(C(=O)OCC(=O)Nc2ccc(OCC)cc2)c1C
    0%	-4	9%	-3	-4%	-14%	-2.7%	14%[57.1 µM]	-7%
- O=S1(=O)c2ccccc2Nc2ccccc21
    -9%	-5	0%	2	-6%	-25%	-2.4%	3%	1%
- Cc1ccc(S(=O)(=O)NCC2CCC(C(=O)NCc3ccc4c(c3)OCO4)CC2)cc1 (configuration not stated)
    0%	-3	1%	1	-4%	2%	-1.7%	6%	-15%
- CCOc1ccccc1NC(=O)CN(c1ccc(C)cc1)S(=O)(=O)c1c(C)noc1C
    0%	-1	2%	-5	-4%	-19%	1.8%	-3%	-3%
- COc1ccc2c(C(=O)CN3CCN(CCO)CC3)c[nH]c2c1
    0%	-4	7%	-3	-3%	-4%	0.8%	9%[57.1 µM]	-6%
- COc1ccc(CNC(=O)CSc2ccc(Br)cc2)cc1OC
    -5%	-4	13%	-1	-3%	-3%	-0.1%	-9%	-10%
- C=C(C)C1CC=C(C)/C(=N/NC(=O)c2ccccc2[N+](=O)[O-])C1 (configuration not stated)
    -1%	-2	18%	-3	0%	-10%	2.3%	4%[57.1 µM]	0%
- COc1ccccc1Nc1nc(-c2ccc([N+](=O)[O-])cc2)nc2ccccc12
    2%	-6	8%	13	-4%	-4%	x	5%	x
- C#CCOC(=O)C1C2C=CC(C2)C1C(=O)O (configuration not stated)
    1%	-18	-6%	2	-3%	u	-0.5%	11%	-7%

Compound activity (PubChem BioAssay)
